Source: PubChem
Mdm2 MdmX PPI = inhibitors of human Mdm2-MdmX association, primary screen, cell-based, luminescence, split luciferase, SaOS-2, uHTS; Protein Mdm4 (Homo sapiens) + E3 ubiquitin-protein ligase Mdm2 (Homo sapiens), …; SaOS-2 split-luciferase Mdm2/MdmX complementation; inhibition, % at 8 µM; 3% of 330,000 active;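 active = inhibition of at least 50% at 8 µM in the primary screen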
APJ ag = agonists of human apelin receptor APJ, primary screen, CHO-K1 cells, PathHunter beta-arrestin, luminescence; AID 2520, 2010; 0% DMSO wells, 100% apelin; 0.11% of 330,000 active; activation, % at 20 µM; P35414;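 active = activation more than six SD over the plate average, tested at 20 µM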;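 note: 0% = DMSO alone and 100% = apelin-13 at 10 nM; some results filed as inactive read as strong as hits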
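assay system = CHO-K1 APJ beta-arrestin complementation cell line | input = cell density 1000 per well | dosing = compound 20 µM once, DMSO 1% | timing = compound 90 min 25 °C, reagent 1 h | measured by = luminescence from split beta-galactosidase complementation, Galacton Star/Emerald II substrate | read-out basis = APJ agonist activity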
tim23-1 inh = growth inhibitors of tim23-1 mutant yeast, primary screen, luminescence, uHTS; S. cerevisiae tim23-1 growth, BacTiter-Glo luminescence, 24 h; inhibition, % at 20 µM; 1.3% of 330,000 active; AID 463212, 2010;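 active = growth inhibition of the mutant yeast at or above 50%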;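 note: temperature-sensitive mutant grown at 25 °C; plate controls were DMSO-treated mutant yeast for no effect and medium wells lacking yeast for full effect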
UPR XBP1 act = activators of adaptive XBP1 UPR arm, primary screen, cell-based, CHO-XBP1 luciferase reporter, luminescence, uHTS | activation, % at 20 µM | IRE1-XBP1 UPR activation; percent of tunicamycin response, DMSO as zero | 0.33% of 330,000 active;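 active = versus positive control, 20 µM dose yields 30% or more activation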;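 note: 100% = tunicamycin at 10 µg/mL and 0% = DMSO only wells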
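Material: CHO cell line with stable XBP1 luciferase reporter; schedule: 16-18 h cell attachment at 37 °C, then 6 h compound exposure; signal: glow luminescence from Steady-Glo reagent; medium: serum-containing F12 medium, 10% FBS; benchmarks: tunicamycin 10 µg/mL and vehicle-only wells; read-out: percent activation relative to tunicamycin reference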
697 NFkB inh = inhibitors of PMA/ionomycin-induced NF-kB reporter, 697 cells, primary screen, B-cell NF-kB inhibitor project, cell-based, luminescence, uHTS; AID 435022, 2010; 697 B-cell NF-kB luciferase reporter, 16 h; 0.33% of 330,000 active; inhibition, % at 4 µM; in the data active = inhibition above about 35%
UPR CHOP act = activators of apoptotic CHOP UPR arm, primary screen, cell-based, CHO-CHOP luciferase reporter, luminescence, uHTS; UPR activation; percent of tunicamycin response over DMSO baseline; activation, % at 10 µM; 0.34% of 330,000 active;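 active = at 10 µM dose, activation of 40% or more, normalized to positive control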;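 note: 100% = tunicamycin at 10 µg/mL and 0% = DMSO alone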
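Test system: CHO CHOP reporter cells. Input: 500 CHO-CHOP cells per well. Medium: F12 with 10% FBS. Technique: luciferase luminescence. Measure: percent activation relative to tunicamycin control. Dosing: 10 µM compound, 0.5% DMSO. Timing: 16-18 h cell attachment, then 6 h compound exposure, 37 °C.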
APJ antagonist = antagonists of human apelin receptor APJ, primary screen, CHO-K1 cells, beta-arrestin complementation, luminescence. 0.32% of 330,000 active. P35414. AID 2521, 2010. inhibition, % at 20 µM;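 active = inhibition above about 40% at 20 µM, limit read from the data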;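 note: cells challenged with 10 nM apelin-13 agonist together with compound; plate controls were apelin-13 plus DMSO wells for no effect and DMSO wells lacking apelin-13 for full effect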
Jurkat NFkB inh = inhibitors of induced NF-kB luciferase reporter, primary screen, TCR NF-kB activation inhibitor project, cell-based, luminescence, uHTS. inhibition, % at 4 µM. Jurkat, PMA/ionomycin-induced NF-kB luciferase reporter. 0.53% of 330,000 active; in the data active = inhibition above about 50%
* = called active by the depositor.

SMILES	Mdm2 MdmX PPI	APJ ag	tim23-1 inh	UPR XBP1 act	697 NFkB inh	UPR CHOP act	APJ antagonist	Jurkat NFkB inh
CCOC(=O)CSc1nnc(-c2ccccc2)c(=O)[nH]1	7	0	12	0	4	-0.6	-18	-12
COc1cc2c(cc1OC)C1(CCCC1)CNC2c1cccc([N+](=O)[O-])c1 (centres undefined)	1	-9	5	1	22	0.3	47*	-3
S=c1[nH]cnc2scc(-c3ccccc3)c12	-15	-5	16	-2	12	2.0	20	17
COc1ccccc1-c1nnc(N)s1	9	-2	5	-1	11	1.8	6	2
C=COCCNC(=O)C(=O)NC(C)C	8	-6	7	-4	20	0.3	1	3
COc1ccc(C)cc1S(=O)(=O)N1CCN(C(=O)c2ncoc2-c2cccc(C)c2)CC1	8	-1	34	1	2	1.6	-4	-8
N#CCSc1nnc(COc2ccc3ccccc3c2)o1	2	7	34	0	-20	1.4	-4	-21
CCC(C)Nc1nc2c(C)cccn2c(=O)c1C=Nc1ccc(OC)cc1 (centres undefined)	34	-4	1	5	5	-0.2	2	-1
c1cncc(-c2nnc3n2CCC3)c1	-17	1	1	-4	-31	1.4	6	-10
N#Cc1ccc(Oc2cccc(C(=O)O)c2)cc1C#N	0	0	27	2	-10	0.9	-66	-10
Cc1ccc(NC(=O)C(CC(C)C)NC(=O)C2CCC(C)CC2)nc1 (centres undefined)	6	0	23	0	5	-0.6	9	-3
COC(=O)c1c(NC(=O)COC(=O)c2ccc(O)cc2)sc2c1CCCCC2	2	0	-12	6	-62	-0.3	9	-21
Cc1ccccc1OCCN1CCC(Cc2ccccc2)CC1	-8	-4	-30	-1	8	-1.1	5	4
CCc1ccc(OCC(=O)N2CC(C(N)=O)Oc3ccccc32)cc1 (centres undefined)	-15	-1	5	6	-7	1.5	17	1
COc1ccccc1-n1c(COc2ccccc2-c2ccccc2)nnc1SCC(=O)c1c(N)n(C)c(=O)n(C)c1=O	8	-2	-7	-2	-32	0.9	13	2
Cc1sc2cc(-c3cccc([N+](=O)[O-])c3)c(-c3cccc([N+](=O)[O-])c3)c[n+]2c1C	5	-1	14	-1	13	0.2	-9	6
O=C1/C(=C/c2cccc(O)c2)SC(=S)N1CC1CCCO1 (centres undefined)	-39	-4	-1	4	15	3.1	8	0
CN(c1ccccc1)S(=O)(=O)c1ccc(C(=O)OCC(=O)NCc2cccs2)cc1	25	-4	-2	0	-11	0.2	0	15
CCc1nnc(NC(=O)CCC(=O)O)s1	-17	-3	2	-1	-21	0.4	-37	-7
O=C(Cn1cc(C(=O)C2CC2)c2ccccc21)NC1CCCC1	-8	-3	-1	2	9	1.0	4	5
CN(C)c1ccc(/C=N/NC(=O)c2ccco2)cc1	-38	1	17	-3	-95	-2.1	-2	-76
COc1ccc(-c2cc(C(=O)NCC3CCCO3)c3ccccc3n2)cc1 (centres undefined)	12	-3	28	-2	9	-0.5	-14	2
CC(OC(=O)c1cc(S(=O)(=O)N(C)c2ccccc2)ccc1Cl)C(=O)Nc1ccc2c(c1)OCCO2 (centres undefined)	1	-2	16	-4	3	-0.9	-9	0
CC(O)CNc1ccc([N+](=O)[O-])cc1S(=O)(=O)N1CCOCC1 (centres undefined)	8	-1	1	3	2	0.1	-7	7
Cc1ccc(N2CCN(C(=O)c3nn(C)c4c3CS(=O)(=O)c3ccccc3-4)CC2)c(C)c1	41	-3	35	-5	-14	1.7	9	21
COCCNC(=O)c1onc(CSc2cc(C)cc(C)c2)c1C(=O)O	18	-5	14	-2	-1	-0.7	32	0
CC1CCC(NC(=O)COC(=O)c2ccco2)CC1 (centres undefined)	4	-3	-2	4	5	0.2	19	-12
Cc1cc(C)nc(SCc2nnc(SCC(=O)Nc3nccs3)n2Cc2ccco2)n1	8	-3	12	2	12	1.9	4	10
CCOC(=O)N1CCN(C(=O)COc2ccc3ccccc3c2Br)CC1	-2	10	37	-2	-4	-1.0	1	17
N#Cc1cccc(C#N)c1NCC1CCCO1 (centres undefined)	-3	1	2	-4	0	0.3	-7	-2
O=S(=O)(Cc1ccccc1Cl)N1CCN(Cc2ccc3c(c2)OCO3)CC1	3	-1	-6	-4	13	-0.6	0	4
NC1=NC(=O)/C(=C/c2c(OS(=O)(=O)c3ccc(Cl)cc3)ccc3ccccc23)S1	24	-2	-16	0	7	2.7	4	4
CN(C)Cc1c(O)ccc2c1O/C(=C\C=C\c1ccccc1)C2=O	101*	-5	16	-4	-20	97*	-12	6
Cc1ccc(S(=O)(=O)N(C)C)cc1NC(=S)N1CCN(Cc2ccc3c(c2)OCO3)CC1	18	0	19	2	-26	0.0	-8	20
COc1ccc(OCC(O)CN2CCN(c3ccc(Cl)cc3)CC2)cc1 (centres undefined)	12	-4	21	-3	19	1.4	-9	-9
Cc1ccc(C(=O)NCC(=O)N(C)Cc2cccc(F)c2)s1	7	2	14	-1	24	2.6	-13	11
CC1CCC(NC(=O)c2nn(C)c3c2CSc2ccccc2-3)CC1 (centres undefined)	-5	-4	11	5	-14	5.1	15	-24
COc1ccc(CCNC(=O)COC(=O)Cc2c[nH]c3ccccc23)cc1OC	19	0	-7	1	7	0.3	-5	0
C/C(N)=C(/C#N)C(=O)COC(=O)CNS(=O)(=O)c1ccc(F)c(F)c1F	13	0	8	-1	9	0.2	3	-5
CC(=O)c1sc(NC(=O)CN2C(=O)C3CCCCC3C2=O)nc1-c1ccccc1 (centres undefined)	-5	-2	-6	0	20	-0.6	22	7
Cc1ccc(CN2C(=O)NC(Cc3c[nH]c4ccccc34)C2=O)cc1 (centres undefined)	7	-6	1	-1	11	2.0	-5	-1
CNC(=O)c1ccccc1Sc1cccc2cccc(C(=O)O)c12	16	-4	22	1	-3	-0.8	-7	-11
CC(C)OC(=O)c1ccc(S(N)(=O)=O)o1	-31	-1	11	3	-19	4.4	16	8
O=C(O)Cc1sc(Nc2cccc3ccccc23)nc1-c1ccccc1	2	4	41	-2	-19	0.2	-127	0
O=C(O)c1cc(-c2cccc([N+](=O)[O-])c2)n[nH]1	9	-1	4	1	-2	-0.2	18	0
CC1(C)CC(=O)c2sc(NC(=O)Cc3cccs3)nc2C1	9	-4	-1	1	1	-0.5	0	0
Cc1ccc2c(C(=O)CN3CCOCC3)c(C)[nH]c2c1	12	2	3	0	19	1.6	7	-4
Cc1cccc2cc3c(N)c(C(=O)N4CCCc5ccccc54)sc3nc12	30	-13	44	-2	-48	0.3	96*	4
CCOc1cc(/C=N/NC(=O)c2cc(-c3ccccc3)nc3ccccc23)ccc1O	-10	-5	31	4	9	5.6	-4	-15
Cc1occc1C(=O)Nc1nnc(-c2cccs2)s1	-72	-2	1	5	-127	6.8	7	-78

Additional entries follow.
SMILES	Mdm2 MdmX PPI	APJ ag	tim23-1 inh	UPR XBP1 act	697 NFkB inh	UPR CHOP act	APJ antagonist	Jurkat NFkB inh
Cc1cc(C(=O)Cn2ncc(Cl)c(Cl)c2=O)c(C)n1CC(F)(F)F	98*	-3	-1	2	-39	96*	12	8
COCCCn1c(SCc2cc(=O)[nH]c3ccccc23)nnc1-c1ccco1	8	4	13	-2	-15	-0.6	14	1
CCCc1cc(C(=O)N2CCCC(C(=O)c3cc(C)c(OC)c(C)c3)C2)n(C)n1 (centres undefined)	16	-2	15	-6	-27	1.6	0	-2
NC(=O)c1ccsc1NC(=O)COC(=O)c1cc(=O)[nH]c2ccccc12	6	3	-1	-2	5	0.8	-55	-3
Cc1ccc(C)c(NS(=O)(=O)c2csc(C(N)=O)c2)c1	-2	-3	3	-3	-4	-1.4	-13	-6
COC(=O)c1n[nH]c2ccccc12	-5	-2	9	2	9	1.0	-10	-4
COc1cc2[nH]c(=S)n(Cc3ccc(F)cc3)c(=O)c2cc1OC	81*	0	-16	7	-9	-0.6	-18	-11
Cc1oc(-c2ccc(Cl)cc2)nc1CS(=O)CC(=O)NC1CCCCC1 (centres undefined)	7	-5	41	-3	-10	-0.7	-7	-5
CCOC(=O)C1=C(C)NC(SCC(=O)O)=NC1c1ccccc1 (centres undefined)	-28	-3	2	-1	-11	-1.5	0	-16
Cc1ccc(CNC(=O)COC(=O)C2CCC2)cc1	9	-6	16	-1	-31	0.5	-7	-14
CCCCNC(=O)Nc1nc2ccc(CC)cc2s1	-22	0	28	0	-50	4.5	6	-50
Cc1cc(C)n2nc(C(=O)OCC(=O)NNC(=O)c3ccc(Cl)cc3)nc2n1	-2	9	-7	-1	17	0.1	11	12
